TDP1 cell noCPT – qHTS for Inhibitors of human tyrosyl-DNA phosphodiesterase 1 (TDP1): qHTS in cells in absence of CPT. AID 686978, 2013. DT40 Tdp1-/- hTDP1 cells, no CPT, ATP luminescence, 48 h. Potency, µM (series often up to 46.2 µM), inactives show at the top dose activity change, negative = growth inhibition, usual class: inhibitors. 15% of 420,000 active; note: nearly all actives have a fitted effect of over 55% in size
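Camptothecin absent (DMSO only). Human TDP1-complemented DT40 knockout cells, 400 cells/well, 37 °C for minimum 48 hr; ATP measured via CellTiter-Glo, 30 min dark incubation, luminescence.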
GCN5L2 inh – blocks human GCN5L2 histone acetyltransferase | 0.21% of 390,000 active | AID 504327 | GCN5L2 HAT assay, ThioGlo1 CoA-SH fluorescence | Potency, µM (top dose mostly 58.9 µM), inactives show top-dose activity change, negative = inhibition, actives largely listed as inhibitors
Target sequence (Q92830 whole entry, looked up): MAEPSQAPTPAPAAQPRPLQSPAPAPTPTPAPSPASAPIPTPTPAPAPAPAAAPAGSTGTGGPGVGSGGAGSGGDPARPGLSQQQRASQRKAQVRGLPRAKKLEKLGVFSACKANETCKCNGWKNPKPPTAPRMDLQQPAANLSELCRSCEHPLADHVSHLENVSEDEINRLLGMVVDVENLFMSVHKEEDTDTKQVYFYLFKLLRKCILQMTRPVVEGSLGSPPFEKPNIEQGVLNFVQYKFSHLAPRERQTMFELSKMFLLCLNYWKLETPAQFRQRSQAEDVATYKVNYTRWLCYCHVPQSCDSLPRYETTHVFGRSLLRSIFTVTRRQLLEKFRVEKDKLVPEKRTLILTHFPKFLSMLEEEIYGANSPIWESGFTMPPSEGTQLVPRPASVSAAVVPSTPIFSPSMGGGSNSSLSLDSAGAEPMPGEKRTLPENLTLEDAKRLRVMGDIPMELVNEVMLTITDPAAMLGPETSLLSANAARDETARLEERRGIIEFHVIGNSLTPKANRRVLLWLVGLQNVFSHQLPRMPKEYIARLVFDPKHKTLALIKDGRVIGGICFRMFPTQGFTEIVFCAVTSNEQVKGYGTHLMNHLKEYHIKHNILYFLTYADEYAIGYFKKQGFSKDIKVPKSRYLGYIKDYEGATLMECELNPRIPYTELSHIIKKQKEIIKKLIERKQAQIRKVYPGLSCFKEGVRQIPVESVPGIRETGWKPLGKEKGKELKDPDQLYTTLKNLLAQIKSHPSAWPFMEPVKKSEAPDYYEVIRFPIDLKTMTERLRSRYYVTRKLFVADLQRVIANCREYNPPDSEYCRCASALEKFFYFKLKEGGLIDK
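Compounds, pin-transferred from DMSO stocks, meet 20nM GCN5L2 for 15 min before the reaction begins with H3(1-25) peptide (75uM) and acetyl-CoA (70uM). Thiol-reactive ThioGlo1 reports CoA release over 20 min at room temperature.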
TDP1 cell CPT – DT40-hTDP1 cell growth loss with CPT; 12% of 420,000 active; Potency, µM (series often up to 46.2 µM), inactives show top-dose activity change, negative = growth inhibition, actives largely listed as inhibitors; chicken DT40 Tdp1-/-;hTDP1 cells + 20 nM CPT, ATP luminescence, 48 h; AID 686979; note: nearly all actives have a fitted effect of over 55% in size
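Chicken DT40 Tdp1-/- cells stably complemented with human TDP1 were seeded at 400 cells/well in medium containing 20 nM camptothecin, exposed to pin-transferred compounds, and grown at 37 °C for at least 48 hr. Viability was read as ATP luminescence.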
Numbers without * were called inactive; ? = inconclusive; nt = not tested or not shown; [ ] = remark or other dose. Calls come from the whole dose curve; as a rule, active = well fitted curve in the direction sought with a large enough effect; inconclusive = small, poorly fitted or top-dose-only effect, or another doubt; inactive = no such curve, though single readings can be large; an effect the other way counts as inactive or inconclusive. % is set by controls: 0 for no effect and ±100 for the full control effect; potency is the fitted concentration of half-maximal effect. An unsorted share of the library, and some 18% of all compounds hit somewhere here.

| compound | TDP1 cell CPT | GCN5L2 inh | TDP1 cell noCPT |
| --- | --- | --- | --- |
| COC(=O)c1ccccc1NC(=O)CCCCCn1nnc2ccccc2c1=O | 0% | -16% | -10% |
| O=C(/C=C/c1ccccc1)Nc1cccc(C(=O)NC2CC2)c1 | -3% | nt | -29% |
| CN(CC(=O)NC1CCCCC1)S(=O)(=O)c1ccc2c(c1)c(=O)n(C)c(=O)n2C | -13% | -3% | 3% |
| CC(=O)c1c(C)[nH]c(C(=O)Nc2nccs2)c1C | 12µM* | -3% | 13µM* |
| COc1ccc(CN(C(=O)c2ccc3c(c2)OCCO3)C(C(=O)NC2CCCCC2)c2ccc3ncccc3c2)cc1 (stereo unspecified) | ? | -9% | 18µM* |
| CC1=CCC2([N+](=O)[O-])CN(CC(=O)O)CC1([N+](=O)[O-])C2 (stereo unspecified) | -2% | -4% | -2% |
| Cc1cc(C)cc(NS(=O)(=O)c2ccc(-n3cccn3)cc2)c1 | 16µM* | 0% | ? |
| CCCS(=O)(=O)n1nc(-c2ccccc2)cc1N | -4% | -10% | -23% |
| CCCNc1nc(OCC(F)(F)F)nc(OCC(F)(F)F)n1 | 14% | -1% | -7% |
| COc1cc(CCCN2C(=O)C(=O)NC[C@@H]2C(C)O)cc(OC)c1OC (stereo partly specified) | 1% | 1% | -4% |
| Cc1ccc(-c2csc(NC(=S)NC(=O)c3cccs3)n2)cc1 | ? | 1% | -28% |
| CC(C)Cn1c(SC(C)C(=O)Nc2ccc(N3CCOCC3)cc2)nc2ccccc21 (stereo unspecified) | -15% | -8% | ? |
| C#CCOc1ccc(-c2nnc(Nc3cccc(C)c3)c3ccccc23)cc1 | ? | -17% | ? |
| Cc1ccc(OCCC(=O)N(CCC(C)C)c2c(N)n(Cc3ccccc3)c(=O)[nH]c2=O)cc1 | -9% | 1% | 21µM* |
| Cc1ccc(C)c(CN2C[C@H](Sc3nc4ccccc4[nH]3)C[C@H]2C(=O)N2CCCN(C)CC2)c1 | 19%[9.04 µM] | nt | -10% |
| CCOC(=O)CN(C(=O)CNC(=O)c1cccs1)C(C(=O)NC1CCCCC1)c1cccnc1 (stereo unspecified) | -3% | 2% | -9% |
| O=C(CN(Cc1ccc(F)cc1)C(=O)c1csnn1)NC1CCCC1 | -17% | -7% | -9% |
| Clc1nc(NCCc2ccccc2)c2cn[nH]c2n1 | -26% | nt | -24% |
| CN(CC(=O)NCC1CCCO1)S(=O)(=O)c1ccc2ccccc2c1 (stereo unspecified) | -5% | nt | -19% |
| Cc1cnc(C(=O)Nc2ccc(N3CCCCC3)cc2)cn1 | ? | -2% | -28% |
| CC(C)(C)OC(=O)NCCCCCNC(=O)c1[nH]cnc1C(=O)Nc1cc(Br)ccc1F | 12µM* | nt | 5.8µM* |
| CNC(=O)N/N=C(\N)c1ccccn1 | 7% | 2% | -6% |
| CN(C)c1ccc(-c2ccnc3c2CC(C)(C(=O)NCC2CC2)O3)cc1 (stereo unspecified) | 5.2µM* | nt | 5.2µM* |
| CC1(C)CC(=O)C(C=Nc2ccc3c(c2)OCO3)=C(O)C1 | -26% | -23% | -10% |
| CC12CCC(C(=NO)C1=O)C2(C)C (stereo unspecified) | -4% | nt | 10% |

The list continues.
| compound | TDP1 cell CPT | GCN5L2 inh | TDP1 cell noCPT |
| --- | --- | --- | --- |
| CC(C)C(=O)Nc1cccc(C(=O)NCCc2ccc(S(N)(=O)=O)cc2)c1 | 8% | -2% | -17% |
| O=C(Cc1cccc(NC(=O)C2CCCN(C(=O)C3CC3)C2)c1)Nc1ccc(C(=O)N2CCCCC2)cc1 (stereo unspecified) | -26% | nt | ? |
| CC(C)CCNC(=O)C1CC(c2ccc(C(F)(F)F)cc2)=NO1 (stereo unspecified) | ? | 43%[activator] | ? |
| Cc1ccc(-c2cc(C(=O)Nc3c(C(=O)c4ccccc4)oc4ccccc34)no2)cc1F | 7% | -1% | -17% |
| Cc1csc(NC(=O)CN2CCCCCC2)n1 | ? | 0% | ? |
| COc1ccc(S(=O)(=O)N(CCc2ccccc2)CC(=O)Nc2ccc(C)c(C)c2)cc1OC | 15µM* | -2% | 16µM* |
| Cc1ccc(C)c(N2CCN(C(=O)CCCCCn3c(=S)[nH]c4ccc(N5CCOCC5)cc4c3=O)CC2)c1 | ? | -15% | 2.9µM* |
| COCCNc1ncnc2ccc(-c3cccc(OC)c3)cc12 | ? | -12% | 23µM* |
| COc1ccc(/C=N/NS(=O)(=O)c2ccc(C)cc2)cc1 | -1% | -3% | -16% |
| Cc1ccccc1OCCC(=O)N(CC(=O)Nc1ccccc1C(F)(F)F)Cc1ccco1 | -23% | -13% | -17% |
| CCOC(=O)c1ccc(NC(=O)CCc2nnc3ccc(N4CCCC4)nn23)cc1 | 26µM* | -6% | ? |
| CSc1nnc(-c2ccccc2SC)o1 | -1% | -2% | -21% |
| COc1ccc(Cl)cc1NC(=O)CN(C)CC(=O)Nc1ccc(Br)cc1 | ? | -5% | ? |
| Nc1c(-c2nc(-c3ccc(Cl)cc3)no2)nnn1-c1ccc(C(F)(F)F)c(Cl)c1 | 6% | -4% | -2% |
| CC(C)NC(=O)c1cc(C2CCCCN2S(=O)(=O)c2cccs2)on1 (stereo unspecified) | -14% | nt | -6% |
| Cn1c(N)c(S(=O)(=O)NCc2ccccc2)c(=O)n(C)c1=O | 0% | nt | -7% |
| Cn1c(SCC(=O)Nc2nc3ccccc3s2)ncc(C(=O)Nc2ccc(F)cc2)c1=O | 12% | -5% | -8% |
| O=C(O)CSCC(=O)Nc1ccc(S(=O)(=O)N2CCCCC2)cc1 | 3% | 2% | 1% |
| COc1ccc(NC(=O)N2CC[C@@]3(CCCNC3)C2)cc1 | -20% | -12% | -21% |
| O=[N+]([O-])c1ccc(COc2ncnc3ccccc23)cc1 | -2% | -5% | -3% |
| CCCN(CC(=O)Nc1ccc(F)c(F)c1F)CC(=O)Nc1c(C)n(C)n(-c2ccccc2)c1=O | ? | -4% | 3% |
| CCCN(C(=O)NCc1noc2ccc(C)cc12)c1ccc(Cl)c(Cl)c1 | ? | -6% | ? |
| Cc1ccc2c(c1)N(C(=O)c1ccco1)C(C)(C)c1ssc(=S)c1-2 | -28% | -2% | ? |
| CCCCOCCCNC(=O)c1cccs1 | ? | -7% | -8% |
| CC1SC(c2ccc(F)cc2)NC1=O (stereo unspecified) | 20% | 27% | -4% |

(list continues)
| compound | TDP1 cell CPT | GCN5L2 inh | TDP1 cell noCPT |
| --- | --- | --- | --- |
| Cc1ccc(C)c(CN2C(=O)CSc3ccc(C(=O)N4CCCC4)cc32)c1 | ? | -3% | ? |
| CCOc1ccccc1NC(=O)c1cnn2c(C(F)F)cc(-c3ccccc3)nc12 | 15µM* | -5% | 23µM* |
| O=S(Cc1cc(Sc2ccccc2)nc(-c2ccccc2)n1)c1ccccc1 (stereo unspecified) | ? | -6% | 16µM* |
| COc1ccccc1NC(=O)C(=O)N/N=C/c1ccc([N+](=O)[O-])s1 | 12µM* | 1% | ? |
| Cc1nnsc1C(=O)Nc1cccc(Cl)c1Cl | -9% | -6% | 0% |
| CCC1CCC2(CC1)NC(=O)N(CC(=O)Nc1cccc(S(=O)(=O)N(C)c3ccccc3)c1)C2=O (stereo unspecified) | ? | -11% | ? |
| CN1CCN(C(=O)c2c(O)c3cccc4c3n(c2=O)CC4)CC1 | 4% | -3% | 1% |
| COc1ccccc1CN1C(=O)CCC1(C)C(=O)NCc1cccnc1 (stereo unspecified) | 2% | 0% | -18% |
| Cc1csc(NCC(=O)c2c[nH]c3ccccc23)n1 | 12% | nt | ? |
| COc1ccc(S(=O)(=O)Nc2ccc3c(c2)C(=O)N([C@H](C)CO)C[C@@H](C)[C@@H](CN(C)S(=O)(=O)c2ccc(Cl)cc2)O3)cc1 | ? | -7% | ? |
| C#CCNC(=O)C1=C[C@@H](C2CCCCC2)C[C@@H](OCc2ccc(CO)cc2)O1 | ? | -5% | ? |
| Cc1sc2ncn(CC(=O)N3CCN(c4ccccc4)CC3)c(=O)c2c1S(=O)(=O)N1CCOCC1 | 18% | 0% | ? |
| CCC(C(=O)O)n1nc(-c2ccccc2)c2cc(Cl)ccc21 (stereo unspecified) | 10% | -2% | 2% |
| CC(C)CNC(=O)CC1Nc2ccccc2NC1=O (stereo unspecified) | 14% | -2% | -17% |
| Cc1nc2ccc3[nH]snc3c2n1 | -26% | -18% | -9% |
| Cc1[nH]c2ccccc2c1CCNC(=O)CCC(=O)c1ccccc1 | 1% | -13% | 4% |
| COc1ccc(CN(C)CC2CCCN(CCc3ccc(F)cc3)C2)cc1OC (stereo unspecified) | 16µM* | -7% | 23µM* |
| O=C(CCn1nc(-c2ccccc2)ccc1=O)NCCCN1CCCCCC1 | -2% | -13% | -7% |
| Cc1csc2nc(CCNS(=O)(=O)c3ccccc3)cn12 | -1% | 2% | 22% |
| O=C(OCC1CCCN2CCCCC12)c1ccc2c(c1)OCO2 (stereo unspecified) | 12% | -1% | -6% |
| Cc1cccc(C(=O)NC(C(=O)Nc2nc(-c3ccccn3)cs2)C(C)C)c1 (stereo unspecified) | 13µM* | 1% | 12µM* |
| CC(=O)c1ccc(NC(=S)N2CCCCCC2)cc1 | 3% | -12% | 4% |
| O=C(CCCCC(=O)Nc1ccccc1Cl)Nc1ccccc1Cl | -8% | -1% | -2% |
| O=C(OCc1ccccc1Cl)C1CC(=O)N(Cc2ccco2)C1 (stereo unspecified) | -10% | -13% | 1% |
| O=C(COc1ccc(-n2cnnn2)cc1)NCCc1ccc(F)cc1 | 2% | -4% | -15% |

Pulled by structure from above:
| compound | TDP1 cell CPT | GCN5L2 inh | TDP1 cell noCPT |
| --- | --- | --- | --- |
| CC(=O)c1ccc(NC(=S)N2CCCCCC2)cc1 | 3% | -12% | 4% |
| CCCS(=O)(=O)n1nc(-c2ccccc2)cc1N | -4% | -10% | -23% |
| Cc1ccc(-c2csc(NC(=S)NC(=O)c3cccs3)n2)cc1 | ? | 1% | -28% |
| CCCCOCCCNC(=O)c1cccs1 | ? | -7% | -8% |
| Cc1ccc(OCCC(=O)N(CCC(C)C)c2c(N)n(Cc3ccccc3)c(=O)[nH]c2=O)cc1 | -9% | 1% | 21µM* |

Further results
| compound | TDP1 cell CPT | GCN5L2 inh | TDP1 cell noCPT |
| --- | --- | --- | --- |
| CC(C)(C)N1CC2([N+](=O)[O-])CN(C(C)(C)C)CC([N+](=O)[O-])(C1)C2 | 2% | -8% | ? |
| COc1ccc(NC(=O)N(Cc2nnc3n2CCCCC3)c2ccc(OC)c(Cl)c2)cc1 | 1% | -16% | -2% |
| CC(=NNC(=S)Nc1ccccc1Cl)c1ccccn1 | 0.013µM* | nt | 0.15µM* |
| Cc1csc(=O)n1CC(=O)OCC(=O)NNC(=O)c1ccccc1 | -4% | 4% | -2% |
| Cc1cccc(Cc2nnc(CCC(=O)N(CC3CC3)CC3CCCO3)o2)c1 (stereo unspecified) | 22% | -1% | -1% |
| CC(=O)Nc1cc(-c2ccc(F)cc2)cn2c(-c3ccc(S(C)(=O)=O)cc3)cnc12 | ? | nt | 16µM* |
| CCCCN(C(=O)c1cc(CN2C(=O)c3ccccc3C2=O)ccc1OC)c1c(N)n(CC(C)C)c(=O)[nH]c1=O | -9% | nt | 1% |
| C#CCN(C[C@@H]1[C@@H](OC(=O)NCc2ccc(OC)c(OC)c2)[C@@H](OC(=O)NCc2ccc(OC)c(OC)c2)Cn2c(=O)ccc(=O)n21)S(=O)(=O)c1ccc(C)cc1 | 16µM* | nt | 15µM* |
| O=C(CN(c1ccccc1)S(=O)(=O)c1ccccc1)N1CCOCC1 | -14% | 1% | -16% |
| Cn1c(-c2ccccc2)cnc1SCC(=O)N1CCCc2ccccc21 | ? | -4% | ? |
| Cc1cccc2c1N(C(=O)c1ccco1)C(C)(C)c1ssc(=S)c1-2 | ? | -3% | ? |
| Cc1cc(/C=C(\C#N)C(=O)NCc2ccco2)c(C)n1-c1cccnc1 | -27% | -12% | ? |
| O=C(O)c1ccccc1-c1ccc(/C=C2\SC(=O)N(c3ccccc3)C2=O)o1 | -15% | 0% | 0% |
| COc1ccc(/C(N)=N/OC(=O)N2CCOCC2)cc1 | ? | 1% | 21µM* |
| CCc1c(C)sc2c1CCN(Cc1ccccc1)C2c1ccccc1 (stereo unspecified) | 7.3µM* | -10% | 2.9µM* |
| CCOc1ccccc1/C=N/NC(=O)c1c(C)nc2ccc(Br)cn12 | -1% | -2% | -4% |
| Cc1ccc(-n2c(-c3ccccc3)cc(=O)nc2C)cc1 | -1% | 35%[activator] | -7% |
| CN(C)/C=N/c1c(C#N)nnn1Cc1ccccc1 | 1% | -3% | ? |
| COc1ccc(-n2c(=O)[nH]cc(C(=O)Nc3ccc(NC(C)=O)cc3)c2=O)cc1 | 8% | -1% | 5% |
